hIAP activ = increases human intestinal alkaline phosphatase activity. P09923. purified human IAP, CDP-Star luminescence, 30 min; active compounds read high; 1 = vehicle-only enzyme, 0 = enzyme-free background. activation factor at 10 µM. hit rate 0.16% among 330,000. AID 2524;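 active means activation factor of the enzyme at least 2-fold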; further: the source names both 10 and 20 µM as test concentration; values of inactives mirror those of a sister screen read the other way
Target sequence (P09923 whole entry, looked up): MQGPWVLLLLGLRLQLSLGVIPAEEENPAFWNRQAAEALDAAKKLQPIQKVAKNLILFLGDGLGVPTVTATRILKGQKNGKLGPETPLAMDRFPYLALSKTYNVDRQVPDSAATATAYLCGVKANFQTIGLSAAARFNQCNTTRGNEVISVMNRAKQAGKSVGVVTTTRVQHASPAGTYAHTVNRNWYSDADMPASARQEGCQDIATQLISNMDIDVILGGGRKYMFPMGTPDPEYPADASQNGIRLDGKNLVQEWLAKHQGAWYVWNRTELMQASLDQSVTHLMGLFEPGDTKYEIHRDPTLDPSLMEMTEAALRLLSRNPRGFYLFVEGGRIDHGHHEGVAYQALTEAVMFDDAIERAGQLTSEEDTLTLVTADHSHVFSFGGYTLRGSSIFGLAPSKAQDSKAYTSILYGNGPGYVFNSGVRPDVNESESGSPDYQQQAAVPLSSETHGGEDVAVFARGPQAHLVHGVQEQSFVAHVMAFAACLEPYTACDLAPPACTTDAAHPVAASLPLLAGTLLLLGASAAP
NLRP3 yeast inh = inhibitors of NALP3 inflammasome in yeast; Yeast reconstituted NLRP3/ASC/caspase-1, beta-gal luminescence, 24 h; inhibition, % at 10 µM; hit rate 0.39% among 330,000; AID 2825;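 active means inhibition of 50% or more; inactive means inhibition below 50%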;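 further: plate controls were induced DMSO wells for no effect and uninduced yeast grown without galactose for full effect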
mIAP act = increases mouse intestinal alkaline phosphatase activity | muIAP, CDP-Star luminescence, 30 min; active compounds read high; 1 = vehicle-only enzyme signal, 0 = enzyme-free wells | activation factor at 10 µM | hit rate 0.24% among 330,000;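 active means activation factor of at least 2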; further: the source names both 10 and 20 µM as test concentration; values of inactives mirror those of a sister screen read the other way
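Assay system: mouse IAP enzyme; reagent: chemiluminescent substrate CDP-Star; dosing: test compounds delivered from DMSO solution; schedule: 30 min at room temperature; measured by: luminescence from enzymatic CDP-Star hydrolysis; controls: DMSO-only wells and no-enzyme negative control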
mIAP inh = blocks mouse intestinal alkaline phosphatase. hit rate 0.2% among 330,000. inhibition, % at 10 µM. AID 2806. purified mouse IAP, CDP-Star luminescence, 30 min;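 active means inhibition of at least 40% at 10 µM in the primary screen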;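 further: plate controls were DMSO with enzyme for no effect and no enzyme wells for full effect; values of inactives mirror those of a sister screen read the other way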
ATG4B inh = blocks human ATG4B protease cleavage of LC3 substrate. Q9Y4P1. ATG4B cleavage of LC3-PLA2, NBD-HPC fluorescence, 1 h. inhibition, % at 8.33 µM. hit rate 0.51% among 340,000; in the data active means inhibition above about 40%
Target sequence (Q9Y4P1 whole entry, looked up): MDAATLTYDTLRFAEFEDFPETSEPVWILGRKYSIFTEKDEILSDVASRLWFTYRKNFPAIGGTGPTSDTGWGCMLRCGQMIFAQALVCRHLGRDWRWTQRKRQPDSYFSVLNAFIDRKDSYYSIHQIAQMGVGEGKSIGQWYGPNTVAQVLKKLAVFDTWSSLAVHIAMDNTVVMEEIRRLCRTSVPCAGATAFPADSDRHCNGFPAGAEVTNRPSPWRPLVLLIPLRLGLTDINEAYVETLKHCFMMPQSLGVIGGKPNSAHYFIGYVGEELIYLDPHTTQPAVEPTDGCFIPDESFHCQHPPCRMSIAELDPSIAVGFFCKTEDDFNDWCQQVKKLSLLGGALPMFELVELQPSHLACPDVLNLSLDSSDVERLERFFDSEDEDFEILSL
hIAP inh = blocks human intestinal alkaline phosphatase. P09923. purified IAP, CDP-Star luminescence, 30 min. hit rate 0.12% among 330,000. AID 2544. inhibition, % at 10 µM;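 active means inhibition reaching a set limit with compound at 10 µM in the primary screen, cut at about 35% in these data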;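 further: plate controls were DMSO wells with enzyme for no effect and no-enzyme buffer wells for full effect; values of inactives mirror those of a sister screen read the other way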
tim10-1 inh = inhibits growth of tim10-1 mutant yeast; S. cerevisiae tim10-1 ts strain growth, BacTiter-Glo, 24 h; inhibition, % at 20 µM; hit rate 2.2% among 330,000;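 active means inhibition of at least 40%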;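 further: mutant grown at 25 °C; 0% = DMSO wells with yeast and 100% = wells holding no yeast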
Apaf-1 inh = blocks human Apaf-1 apoptosome activity | reconstituted apoptosome caspase-3 activity, DEVD-Rh110 fluorescence | inhibition, % at 20 µM | hit rate 0.71% among 330,000; active means inhibition of at least 40% at 20 µM;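 further: plate controls were DMSO wells for no effect and DEVD-CHO caspase inhibitor wells for full effect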
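Assay system: Apoptosome proteins | Medium: pH 7.5 Hepes buffer with CHAPS, BSA, DTT | Also added: Cytochrome c and DEVD-Rh110 substrate | Times: 30 min plus 50 min, RT | Detection: Rhodamine 110 fluorescence at Ex 480/Em 540 nm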
TIM10 inh = inhibits growth of TIM10 yeast strain; S. cerevisiae TIM10 strain growth, BacTiter-Glo luminescence, 24 h; AID 463195; hit rate 1.4% among 330,000; inhibition, % at 10 µM;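 active means inhibition of 40% or more at the single tested concentration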;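 further: wild-type TIM10 isogenic control strain grown at permissive 25 °C; 0% = DMSO yeast wells and 100% = minimal medium wells without yeast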
Numbers without * were called inactive.

1	Cc1sc2nc(CSc3ccc([N+](=O)[O-])c(C(F)(F)F)c3)[nH]c(=O)c2c1C
2	CN(C)c1ccc(C(CC(=O)c2ccccc2)C2CCCCC2=O)cc1 (centres undefined)
3	CC1CN(C(=O)CSc2nnc(-c3ccncc3)n2-c2ccccc2)CC(C)O1 (centres undefined)
4	N#Cc1ccc2ccn(CC(=O)NC3CCCCCC3)c2c1
5	CC(=O)N1CCc2cc(S(=O)(=O)CCC(=O)N3CCc4ccccc4C3)ccc21
6	CCc1ccc(NC(=S)N(CCC(C)C)C2CCN(C(C)=O)CC2)cc1
assay / compound	1	2	3	4	5	6
hIAP activ	0.87	1.1	0.9	0.94	1.1	1
NLRP3 yeast inh	16	-17	15	1	17	21
mIAP act	0.86	0.98	0.93	0.98	1.1	1
mIAP inh	14	2	7	2	-10	-4
ATG4B inh	9	1	-1	13	-7	-2
hIAP inh	13	-9	10	6	-11	-1
tim10-1 inh	19	7	-11	11	-1	19
Apaf-1 inh	-5	13	-18	-11	8	6
TIM10 inh	-4	4	4	10	1	5

7	COc1ccc(S(=O)(=O)N2CCC3(CC2)CC(=O)c2ccccc2O3)cc1C
8	Cc1ccc(NCc2nnc(SCC(=O)OC3CCCCC3)o2)c(C)c1
9	CCC1(c2ccccc2)NC(=S)N(c2ccc(C)c(C)c2)N1 (centres undefined)
10	COc1cc2sc(-c3ccccc3OC)c(-c3ccc(OCCN4CCCCC4)cc3)c2cc1OC
11	Cc1cccc(NC(=O)c2nnn(-c3cccc(C(F)(F)F)c3)c2N)c1
12	CC(=O)C1=C(C)NC(=O)NC1c1cc(Br)ccc1OCC#N (centres undefined)
assay / compound	7	8	9	10	11	12
hIAP activ	1.1	1	1	0.9	1.1	1.1
NLRP3 yeast inh	8	2	4	23	23	-7
mIAP act	0.9	1	1.1	1.1	1	1.1
mIAP inh	10	-2	-13	-8	-4	-13
ATG4B inh	2	4	-6	-13	3	-2
hIAP inh	-10	0	-1	10	-5	-7
tim10-1 inh	-17	22	31	15	-14	3
Apaf-1 inh	20	17	-4	66*	-2	3
TIM10 inh	-1	28	4	30	3	-3

13	CCC(C)NC(=O)CSc1ccc(S(=O)(=O)N(C)C2CCCCC2)cn1 (centres undefined)
14	CNC[C@H]1Oc2c(NC(=O)C3CC3)cccc2C(=O)N([C@H](C)CO)C[C@@H]1C
15	COc1ccc(NC(=O)CSc2nc3c([nH]c4ccccc43)c(=O)n2C)c(OC)c1
16	c1ccc(Sc2cnc3ccccc3n2)cc1
17	CCCCNC(=S)NC1CCCC1
18	Brc1ccc(C2=Nn3c(nnc3-c3n[nH]c4c3CCC4)SC2)cc1
assay / compound	13	14	15	16	17	18
hIAP activ	1.1	1.1	1.2	0.82	0.88	1
NLRP3 yeast inh	10	-9	11	9	6	15
mIAP act	1	1.1	0.98	0.94	1	1
mIAP inh	-3	-11	2	6	-3	0
ATG4B inh	-12	-6	10	-4	3	-9
hIAP inh	-8	-8	-16	18	12	-3
tim10-1 inh	8	-6	-4	-13	-1	-6
Apaf-1 inh	-9	13	0	8	-4	39
TIM10 inh	15	0	-33	-20	5	13

19	Nc1nc(Nc2ccccc2Br)nc(C(F)(F)F)n1
20	CCn1cnc2cc(NCc3ccc(N(C)C)cc3)ccc21
21	CCOC(=O)[C@H]1[C@H]2COc3ccc(Br)cc3[C@@H]2N2C(=O)c3ccc(C)cc3NC(=O)[C@@]12C
22	CSCCC(NC(=O)CCN1C(=O)c2ccccc2C1=O)C(=O)O (centres undefined)
23	Cc1cc(OCC(=O)Nc2c(C)n(C)n(-c3ccccc3)c2=O)ccc1[N+](=O)[O-]
24	Cc1cc2oc(=O)cc(CN3CCC(C)CC3)c2cc1Cl
assay / compound	19	20	21	22	23	24
hIAP activ	1.1	1	0.93	1.1	0.99	1.3
NLRP3 yeast inh	12	15	15	11	8	12
mIAP act	1.1	1	1	0.96	0.96	0.96
mIAP inh	-12	-3	0	4	4	4
ATG4B inh	-1	-3	-1	3	6	-8
hIAP inh	-11	-1	7	-6	1	-32
tim10-1 inh	18	3	-1	14	7	32
Apaf-1 inh	11	5	17	-3	-1	7
TIM10 inh	19	-7	-11	-3	-3	0

25	O=S(=O)(Cc1ccccc1)N1CCCc2ccccc21
26	COc1ccccc1CCNC(=O)c1ccc(C)o1
27	O=C(NCC(=O)N1CCCC(C(F)(F)F)C1)c1ccco1 (centres undefined)
28	CN(C)/C=N/c1nc2nccc(-c3ccc(Cl)cc3)n2n1
29	Cc1ccc(OCC(=O)N2CCCC(CO)(CCOc3ccccc3)C2)cc1 (centres undefined)
30	O=C(NC1CC1)c1nc(Cn2cc([N+](=O)[O-])cn2)no1
assay / compound	25	26	27	28	29	30
hIAP activ	1.1	0.97	0.86	1.1	0.93	1.1
NLRP3 yeast inh	7	6	7	28	12	3
mIAP act	1.1	1	1	0.96	1	0.98
mIAP inh	-7	-5	-3	4	0	2
ATG4B inh	-8	-4	4	-2	1	-7
hIAP inh	-6	3	14	-14	7	-8
tim10-1 inh	3	8	7	-7	29	7
Apaf-1 inh	6	5	-4	-9	2	-8
TIM10 inh	-19	-9	5	-1	7	-4

31	COc1ccc(COC(=O)C2CCN(S(=O)(=O)c3cccs3)CC2)cc1
32	CC(C)Cn1c(N)c(C=O)c(=O)n(C)c1=O
33	COc1ccccc1C(=O)NCC(=O)OCCCOC(=O)CNC(=O)c1ccccc1OC
34	O=C(NC(C(=O)N/N=C/c1ccncc1)c1n[nH]c(=O)c2ccccc12)c1ccccc1 (centres undefined)
35	Cc1nc(Cl)c(C(=O)NC(=O)NCc2ccccc2)c(C)c1Cl
36	CCCn1nc2cc(C(=O)NCc3ccc4c(c3)OCO4)ccc2c1OCC
assay / compound	31	32	33	34	35	36
hIAP activ	0.99	0.98	1.2	1	1	0.93
NLRP3 yeast inh	-75	-8	7	-6	14	15
mIAP act	0.97	1	0.92	1	1.1	0.9
mIAP inh	3	0	8	-5	-10	10
ATG4B inh	-3	4	-2	-6	-4	-1
hIAP inh	1	2	-17	-3	-1	7
tim10-1 inh	22	10	18	-9	16	0
Apaf-1 inh	6	2	-4	-15	14	0
TIM10 inh	-3	7	10	-8	7	-11

37	COCCN1Cc2cccc(C(=O)Nc3cccnc3)c2C1=O
38	O=C(O)c1cccc(N2C(=O)c3ccc(Oc4ccc(Cl)cc4)cc3C2=O)c1
39	O=C(COC(=O)c1cc(=O)[nH]c2ccccc12)c1ccccc1
40	COc1cc(/C=C2\SC(=O)NC2=O)ccc1Oc1ccc([N+](=O)[O-])cc1[N+](=O)[O-]
41	Oc1c(C=NCc2ccncc2)sc2ccccc12
42	CC(CCc1ccccc1)NC(=O)COC(=O)C(CCC(N)=O)NC(=O)c1ccc(F)cc1 (centres undefined)
assay / compound	37	38	39	40	41	42
hIAP activ	1	0.96	0.99	1	0.99	1.1
NLRP3 yeast inh	9	20	5	8	23	17
mIAP act	1	0.96	0.95	0.83	0.96	1
mIAP inh	-4	4	5	17	4	-2
ATG4B inh	-8	-7	0	7	-4	-4
hIAP inh	-2	4	1	0	0	-7
tim10-1 inh	25	0	12	17	12	4
Apaf-1 inh	-7	0	3	-7	3	-2
TIM10 inh	11	-2	-9	8	30	1

43	COC(=O)c1ccccc1NC(=O)CSc1nc(Nc2ccccc2)nc(N2CCOCC2)n1
44	CCCCCn1c(Sc2nc3ccccc3s2)nc2c1c(=O)[nH]c(=O)n2C
45	Nc1c(C(=O)Nc2ccc3c(c2)OCCO3)nnn1Cc1ccccc1
46	COc1ccc(NS(=O)(=O)c2cn(C)c(=O)n(C)c2=O)cc1
47	CN(C)C(=O)c1ccc(COc2ccccc2Br)o1
48	O=C(O)c1cc(NCc2ccc3c(c2)OCO3)ccc1N1CCOCC1
assay / compound	43	44	45	46	47	48
hIAP activ	0.91	1.3	1.1	0.86	1.1	0.87
NLRP3 yeast inh	-1	15	15	-15	37	-7
mIAP act	0.98	0.95	0.92	1.1	1	1
mIAP inh	2	5	8	-6	-3	0
ATG4B inh	-11	-2	1	-5	-3	-2
hIAP inh	9	-26	-5	14	-9	13
tim10-1 inh	20	40	5	-2	19	5
Apaf-1 inh	15	2	2	-4	8	1
TIM10 inh	-9	-11	25	12	0	-4

49	CC(C)(C)Nc1nc(NCc2cccnc2)nc(N2CCOCC2)n1
50	CCC1CCc2c(n(C)c3ccccc3c2=O)O1 (centres undefined)
51	Cc1ccc(C(=O)NCCCN2CCOCC2)cc1N1CCCC1=O
52	Cc1ccc(C(=O)N/C(=C\c2ccc(F)cc2)C(=O)NCCCn2ccnc2)cc1
53	COc1ccc(CCC(=O)NNC(=O)Nc2cccc(Cl)c2)cc1
54	O=C(CN1CCCc2ccccc21)Nc1ccccc1[N+](=O)[O-]
assay / compound	49	50	51	52	53	54
hIAP activ	1	0.83	0.9	0.95	1.5	0.9
NLRP3 yeast inh	6	6	-1	-17	7	27
mIAP act	0.91	0.97	1.1	0.99	0.95	1
mIAP inh	9	3	-10	1	5	0
ATG4B inh	-6	-1	-1	5	-2	-4
hIAP inh	-2	17	10	5	-52	10
tim10-1 inh	18	3	14	-16	1	2
Apaf-1 inh	1	-1	-5	5	-2	18
TIM10 inh	11	-5	3	5	-2	-13

55	CCOC(=O)C(NCCOC)(NC(C)=O)C(F)(F)F (centres undefined)
56	NC(=O)c1ccc(C(=O)c2ccc([N+](=O)[O-])cc2)cc1
57	Cc1nnc(NC(=O)CSc2nnc(Cc3ccccc3)n2-c2ccccc2)s1
58	CCN(CC)S(=O)(=O)c1ccc(-c2ccc(S(=O)(=O)N(CC)CC)cc2)cc1
59	Cc1cccc(C(=O)NNC(=O)c2ccc(F)cc2)c1
60	COCC(=O)N(c1ccc(C(C)C)cc1)C1C=CS(=O)(=O)C1 (centres undefined)
61	CNC(=O)c1ccccc1Sc1ccccc1CO
62	CC(C)(C)CN1CCN(CC#Cc2ccccc2)CC1CCO (centres undefined)
63	Cc1cn(-c2ccccc2)c(C)c1/C=N\Nc1nc(N2CCOCC2)nc(N2CCOCC2)n1
assay / compound	55	56	57	58	59	60	61	62	63
hIAP activ	0.97	1.1	1	1.1	1	0.95	0.98	0.65	1.1
NLRP3 yeast inh	18	17	3	13	15	-3	18	10	12
mIAP act	0.91	0.97	1	1.1	1.1	1	0.96	1.1	0.94
mIAP inh	9	3	-2	-9	-8	-1	4	-7	6
ATG4B inh	-1	14	4	-8	5	5	-8	8	-14
hIAP inh	3	-10	-2	-13	-2	5	2	35	-8
tim10-1 inh	-4	23	7	17	6	-19	9	8	18
Apaf-1 inh	-3	-5	0	22	-2	-16	-8	9	-6
TIM10 inh	0	17	5	8	-10	-3	5	1	15

From PubChem
